# Source: PubChem (National Center for Advancing Translational Sciences (NCATS))
# SW480 rereplic = A quantitative high throughput screen for small molecules that induce DNA re-replication in SW480 colon adenocarcinoma cells | AID 624297, 2012 | SW480 DNA re-replication, Hoechst DNA content imaging, 48 h | Potency, µM (top dose mostly 46.1 µM), without a hit: at the highest dose re-replication activation, usual class: activators | 340,000 compounds, 1.8% hits; further: potency means the concentration at half of the fitted maximal effect; % of control where 0% means no effect; nearly all actives have a fitted effect of over 55% in size
#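 Readout is total intensity of Hoechst-stained nuclei, excited at 405 nm and collected at 500-530 nm. Compound treatment lasted 48 hr at 37 C in 5% CO2 before staining.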
# KB-3-1 cytotox = qHTS assay for MDR1-selective chemotherapeutics: Primary screen using the parental adenocarcinoma cell KB-3-1 | KB-3-1 viability, CellTiter-Glo ATP luminescence, 72 h | Potency, µM (doses to about 46.1 µM), for inactives: at the highest dose activity change, negative = cytotoxic, actives largely listed as cytotoxic | 400,000 compounds, 1.4% hits | AID 1347075, 2019; further: potency means the concentration at half of the fitted maximal effect; on the % scale 0 is the no-effect control and ±100 the full control effect; nearly all actives have a fitted effect of over 60% in size
#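 72 h, 37 °C compound treatment of KB-3-1 parental cells; CellTiter-Glo added, 10 min, luminescence read. Data corrected against DMSO-only plates and normalized before curve fitting.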
# HEK293 tox = qHTS of GLP-1 Receptor Inverse Agonists: Cytotox Screen; 410,000 compounds, 0.13% hits; HEK293 cAMP-luciferase reporter cells, luminescence, 24 h; Potency, µM (doses to about 38.3 µM), without a hit: top-dose activity change, negative = inhibition, most hits filed as inhibitors;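 further: loss of luciferase light is scored as toxicity; potency means the concentration at half of the fitted maximal effect; on the % scale 0 is the no-effect control and ±100 the full control effect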
#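 1536-well qHTS counterscreen of the MLSMR; 200 cells/uL, 12 h pre-incubation, 23 nL cpd, 24 h at 37 deg C 5% CO2, luciferase detection reagent, 12 min RT, luminescence. Inhibition = undesired.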
# DRD3 agonist = qHTS of D3 Dopamine Receptor Agonist: qHTS | D(3) dopamine receptor (Homo sapiens), P35462 | AID 652048, 2013 | 410,000 compounds, 0.58% hits | max activation, % | D3R DiscoveRx beta-arrestin cells, luminescence, 90 min; in the data active means max activation above about 30%; further: 0% is about no effect; mostly tested at two doses, the higher about 12 µM
# Target sequence (P35462 whole entry, looked up): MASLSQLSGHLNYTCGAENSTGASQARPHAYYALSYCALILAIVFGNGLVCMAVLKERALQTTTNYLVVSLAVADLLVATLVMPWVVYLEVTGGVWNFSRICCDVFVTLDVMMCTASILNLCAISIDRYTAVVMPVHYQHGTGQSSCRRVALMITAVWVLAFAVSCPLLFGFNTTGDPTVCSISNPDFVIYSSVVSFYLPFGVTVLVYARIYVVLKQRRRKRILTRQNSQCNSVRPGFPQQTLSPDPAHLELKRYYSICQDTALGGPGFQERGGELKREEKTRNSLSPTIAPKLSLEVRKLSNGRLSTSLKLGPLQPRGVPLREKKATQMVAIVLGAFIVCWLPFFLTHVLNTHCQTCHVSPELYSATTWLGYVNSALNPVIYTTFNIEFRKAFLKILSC
#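 Cells at 1500/well, incubated overnight, then treated with pinned compounds (dopamine as control) for 90 min at 37 degrees C. DiscoveRx reagent added for 30 - 60 minutes at room temperature; luminescence read.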
# IL-1B inflam inh = qHTS for Inhibitors of Inflammasome Signaling: IL-1-beta AlphaLISA Primary Screen. THP-1 LPS/ATP IL-1B secretion, AlphaLISA, 16 h; active compounds read low. activity change, % at 57.5 µM. 360,000 compounds, 4.7% hits; in the data active means activity change below about -50%; inconclusive means mostly about -30% to -49%; further: on the % scale 0 is the no-effect control and ±100 the full control effect
#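 Secreted IL-1B measured by AlphaLISA bead assay after 16 h compound exposure of THP-1 cells; compounds (final up to 57.5 uM) added 1 h before LPS (250 ng/mL) and ATP (1.25 mM) stimulation; lower signal means less secretion.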
# HT1080 IDH1KD tx = qHTS for induction of synthetic lethality in tumor cells producing 2HG: qHTS for the HT-1080-IDH1KD cell line; HT-1080 IDH1 knockdown viability, ATP luminescence, 48 h; Potency, µM (highest dose often 46.1 µM), for inactives: at the top dose activity, negative = toxicity, most hits filed as cytotoxic; 360,000 compounds, 2% hits; AID 686971, 2013;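 further: potency means the concentration at half of the fitted maximal effect; 0% = DMSO wells and -100% = cell-free medium wells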
#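 Viability of IDH1-knockdown HT-1080 fibrosarcoma cells was assessed by CellTiter-Glo after 48 h at 37 °C with titrated compound; concentration-effect curves were classified by fit quality and response size.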
# MCF10A rerep = A quantitative high throughput screen for small molecules that induce DNA re-replication in MCF 10a normal breast cells; Potency, µM (top dose mostly 46.1 µM), without a hit: top-dose activity, positive = re-replication, usual class: activators; AID 624296, 2012; MCF 10A DNA re-replication, Hoechst nuclear intensity, 48 h; 350,000 compounds, 2.9% hits; further: potency means the concentration at half of the fitted maximal effect; % of control where 0% means no effect; nearly all actives have a fitted effect of over 50% in size
# KB-V1 cytotox = qHTS assay for MDR1-selective chemotherapeutics: Primary screen using the drug-selected MDR subline cells KB-V1 | KB-V1 MDR cells viability, CellTiter-Glo, 72 h | Potency, µM (top dose mostly 46.1 µM), without a hit: at the top dose activity change, negative = cytotoxicity, most hits filed as cytotoxic | 400,000 compounds, 3.4% hits; further: potency means the concentration at half of the fitted maximal effect; on the % scale 0 is the no-effect control and ±100 the full control effect; nearly all actives have a fitted effect of over 60% in size
#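 Readout: CellTiter-Glo luminescence, 10 min after addition. Cells: KB-V1 MDR subline, 72 h at 37 degrees C with compound. Analysis: corrected, normalized data fitted to concentration-effect curves.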
# HT1080-NT tox = qHTS for induction of synthetic lethality in tumor cells producing 2HG: qHTS for the HT-1080-NT fibrosarcoma cell line; HT-1080-NT fibrosarcoma viability, CellTiter-Glo ATP luminescence, 48 h; Potency, µM (top dose mostly 46.1 µM), inactives show top-dose activity, negative = less viability, hits mostly cytotoxic; 360,000 compounds, 1.6% hits;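 further: NT is the 2HG producing partner of a matched IDH1 knockdown line; potency means the concentration at half of the fitted maximal effect; 0% = DMSO-treated cells and -100% = media-only wells without cells; nearly all actives have a fitted effect of over 55% in size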
#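 Luminescent CellTiter-Glo readout after 48 hours of compound exposure at 37 degrees C defined viability of HT-1080-NT cells. Activity was normalized to DMSO wells and cell-free media wells; concentration-response curves were fitted and assigned curve classes.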
# * hit, by the source's call; ? = inconclusive; · = no result given; & = joins results of further samples; [ ] = remark or other dose. Unless noted, the call rests on the fitted dose curve; in most records, active means well fitted curve in the direction sought with a large enough effect; inconclusive means small, poorly fitted or top-dose-only effect, or another doubt; inactive means no such curve, though single readings can be large; an effect the other way counts as inactive or inconclusive.
canonical_smiles,SW480 rereplic,KB-3-1 cytotox,HEK293 tox,DRD3 agonist,IL-1B inflam inh,HT1080 IDH1KD tx,MCF10A rerep,KB-V1 cytotox,HT1080-NT tox
CCOc1ccc(Nc2nc(Cc3nnc(SCC(N)=O)o3)cs2)cc1,0.0%,6.3%,3.8%,-6.0,27.5,5.6%,-0.4%,-1.3%,5.5%
CC(Oc1ccc(Br)cc1Br)C(=O)Nc1cccnc1Cl (configuration not stated),10.5%,0.9%,-0.6%,6.7,7.7,-6.7%,11.2%,-13.0%,-15.8%
Cc1cn(C(=O)CN2C(=O)c3ccccc3C2=O)c(C)n1,1.3%,1.0%,1.2%,2.6,-13.1,-2.4%,3.4%,-13.4%,-0.2%
Cc1ccc(S(=O)(=O)NCCC(=O)NNC(=O)COc2ccccc2Cl)cc1C,-2.4%,-0.3%,-5.8%,1.5,-12.3,4.1%,1.1%,?,1.7%
N#CC1=C(N)N(c2ccccc2)C2=C(C(=O)CCC2)C1c1cccs1 (configuration not stated),11.4%,4.6%,0.4%,-1.0,?,-1.1%,13.4%,0.0%,-1.0%
COc1cc(/C=N/NC(=O)c2cccnc2)ccc1OCC(=O)Nc1ccc(C)cc1,10.2%,23.3%,-2.8%,22.9,13.7,0.5%,?,-20.2%,-11.9%
O=C1C(=O)N(C2CCS(=O)(=O)C2)C(c2cccc(O)c2)/C1=C(/O)c1ccc(Cl)cc1 (configuration not stated),-8.8%,5.7%,-10.5%,1.9,3.6,12.9%,5.1%,0.0%,5.3%
CCOC(=O)C1CCCN(S(=O)(=O)c2ccc3c(c2)CCN3C(=O)CC)C1 (configuration not stated),·,-35.5%,-4.2%,-0.4,·,·,·,-2.2%,·
NC(=O)c1nn(-c2ccc(Cl)cc2Cl)c(=O)cc1O,-0.6%,0.6%,-1.5%[7.66 µM],-7.3,6.5,28.2%,14.1%,0.0%,8.0%
C/C(=C\c1ccco1)CN1CCN(Cc2ccc(C)o2)C(CCO)C1 (configuration not stated),0.9%,2.2%,20.2%,-16.1,-2.2,12.6%,14.2%,-25.3%,8.6%
Cc1ccc2nc(-c3ccc(Cl)c(NC(=O)c4cccnc4)c3)oc2c1,·,4.7%,3.0%,-9.1,·,·,·,-21.8%,·
CCOC(=O)c1[nH]ncc1CN1CCC(Cc2ccccc2)(C(=O)OCC)CC1,-1.5%,0.7%,3.9%,-5.3,11.4,22.6%,6.2%,2.1%,14.0%
CCOC(=O)c1sc2ccccc2c1S(=O)(=O)N1CCN(c2cc(C)ccc2C)CC1,·,-19.7%,0.5%,-3.0,·,·,·,17.7%,·
CN1C(c2ccccc2)CCOS1(=O)=O (configuration not stated),-6.1%,-4.9%,-20.4%,12.5,3.5,5.9%,-10.5%,23.3%,6.1%
Cc1ccc2n(n1)c(=O)c(Cc1ccccc1)c([O-])[n+]2-c1ccccc1,-1.4%,2.0%,0.6%,8.5,23.0,14.0%,13.0%,-2.3%,0.0%

# The list goes on, overlapping the part above by two compounds.
canonical_smiles,SW480 rereplic,KB-3-1 cytotox,HEK293 tox,DRD3 agonist,IL-1B inflam inh,HT1080 IDH1KD tx,MCF10A rerep,KB-V1 cytotox,HT1080-NT tox
CN1C(c2ccccc2)CCOS1(=O)=O (configuration not stated),-6.1%,-4.9%,-20.4%,12.5,3.5,5.9%,-10.5%,23.3%,6.1%
Cc1ccc2n(n1)c(=O)c(Cc1ccccc1)c([O-])[n+]2-c1ccccc1,-1.4%,2.0%,0.6%,8.5,23.0,14.0%,13.0%,-2.3%,0.0%
CCN(Cc1ccncc1)C(=O)c1ccccc1NS(=O)(=O)c1ccc(F)cc1,-7.7%,19.2%,-5.3%,1.2,26.2,-0.1%,-0.7%,5.2%,0.0%
COCCn1c(SCC(=O)NC2CCCC2)nc2ccccc2c1=O,0.0%,0.0%,-4.5%,4.2,3.4,-5.3%,-3.9%,?,-7.8%
C=CCn1c(SCc2ccc(C(=O)Nc3ccccc3)cc2)nnc1-c1ccccc1,-0.1%,-7.0%,9.8%,-9.1,-1.9,-1.5%,2.2%,2.59µM*,-0.4%
Cc1nn(C)c(C)c1S(=O)(=O)N(CC(=O)NCCCOC(C)C)c1ccc(C(C)C)cc1,-0.3%,0.8%,-1.7%,2.4,-6.1,1.2%,-1.3%,4.61µM*,6.0%
Cc1cc2oc(C(=O)Nc3ccc(S(=O)(=O)N(C)c4ccccc4)cc3)cc(=O)c2cc1C,·,19.3%,-8.6%,7.3,·,·,·,?,·
O=C(O)c1ccc(CN2CCCCC2)o1,?,5.1%,19.5%,11.8,7.6,10.2%,?,23.9%,12.8%
O=C1c2ccccc2C(Nc2cccnc2)N1Cc1ccc2c(c1)OCO2 (configuration not stated),-3.7%,15.9%,0.7%,-5.2,-0.3,-11.0%,3.9%,-3.5%,-2.6%
Cc1ccc(C)c2c1cc(C)c1nnc(SCC(=O)NCc3ccc4c(c3)OCO4)n12,-74.9%[inhibitor],-13.5%,-0.3%,-1.1,-11.0,0.8%,0.2%,0.0%,1.9%
Cc1ccccc1-c1ccc(=O)n(CC(=O)Nc2ccc(-n3cnnn3)cc2)n1,7.6%,23.2%,-22.3%,-0.8,11.5,-9.7%,-0.6%,9.2%,-5.0%
COc1ccc(CCNc2nc(Cl)nc(NC(C)(C)CO)n2)cc1OC,-26.2%,-6.7%,0.7%,-13.3,?,-3.4%,?,-6.4%,5.1%
Cc1cc2ccccc2nc1SCC(=O)N1CCCC1,-5.8%,3.3%,-12.3%,-7.9,-6.1,-2.7%,-1.6%,-20.7%,-3.6%
CCc1ccc(C2C3=C(CCCC3=O)OC3=C2C(=O)CCC3)cc1,22.7%,-8.6%,12.5%,-0.6,-7.7,-3.5%,3.7%,-5.4%,0.7%
O=C(NCc1ccco1)C1CC(c2ccc(F)cc2)=NO1 (configuration not stated),-7.6%,11.5%,-9.5%,-2.6,17.0,2.0%,?,0.0%,21.5%
Nc1o[nH]c(=O)c1Cc1ccccc1,1.6%,10.8%,10.6%,-4.7,1.3,-6.3%,4.3%,-7.1%,1.3%
CC[C@@]1(C(=O)OC)N[C@H](CN(C)S(=O)(=O)c2ccc(OC(F)(F)F)cc2)[C@@H]2C(=O)N(C)C(=O)[C@@H]21,-44.1%[inhibitor],5.3%,2.4%,3.1,1.1,4.4%,-3.1%,-8.1%,8.0%

# Continued.
canonical_smiles,SW480 rereplic,KB-3-1 cytotox,HEK293 tox,DRD3 agonist,IL-1B inflam inh,HT1080 IDH1KD tx,MCF10A rerep,KB-V1 cytotox,HT1080-NT tox
O=C(CNc1ccc(Br)cc1)NNC1=NCCC1,-5.2%,1.4%,19.5%,1.7,5.2,0.6%,?,2.8%,1.8%
Cc1cc2nc(-c3ccco3)c(CC(C)(C)C)n2c(C)c1Br,·,-6.8%,1.8%,0.9,-7.2,-5.4%,·,?,0.7%
COc1ccc(NC(=O)C2(C)CCN2Cc2ccccc2Cl)cc1OC (configuration not stated),·,-4.0%,0.5%,10.9,?,?,·,?,-29.2%
CCn1cc(/C=C(\NC(=O)c2ccccc2F)C(=O)NCCN2CCOCC2)c2ccccc21,11.6%,6.5%,0.0%,1.0,13.0,2.3%,-0.2%,18.7%,0.3%
Cc1ccc(C(O)c2nccn2C)o1 (configuration not stated),10.4%,-2.7%,9.4%,1.1,7.9,-6.1%,5.8µM*,0.3%,-2.3%
COc1c(C)cc(C(=O)C2CCCN(C(=O)c3ccoc3)C2)cc1C (configuration not stated),-1.9%,-4.1%,-7.0%,-6.6,36.1,13.2%,11.0%,?,19.0%
Cc1cccc(OCC(=O)Nc2nnc(-c3ccco3)s2)c1,-2.3%,-17.6%,1.2%,0.2,-3.5,?,2.7%,-2.8%,27.8%
CN(C(=O)c1cc2c(=O)n3ccccc3nc2s1)C1CCCCC1,?,-7.5%,54.4%[activator],1.0,-9.7,5.5%,?,?,3.1%
CC(C)(C)NC(=O)c1ccc2c(c1)N(CC(=O)NC1CCCC1)C(=O)C(C)(C)O2,-4.6%,-1.4%,-4.1%,-16.8,16.2,3.0%,-24.2%,-0.4%,1.5%
Nc1c(-c2ccccc2)c(CSc2nc3ccccc3[nH]2)nn1-c1cccc(Cl)c1,?,23.1µM*,-10.4%,-2.7,11.6,-9.7%,?,?,-14.3%
Cc1cccc(NC(=O)CSc2nnc(-c3ccncc3)n2C)c1,0.0%,1.7%,10.4%,-5.5,0.0,7.1%,6.7%,3.6%,0.3%
Cc1ccc(NC(=S)NC(=O)c2cncc(Br)c2)cc1Cl,15.9%,1.4%,-3.1%,10.8,14.9,7.3%,?,8.2%,14.8%
O=C(NCc1cccnc1)C(C(=O)c1ccc(F)cc1)n1ccccc1=O (configuration not stated),2.0%,-0.1%,2.3%,-7.5,-11.7,-1.4%,5.8%,-10.1%,9.1%
Cc1ccc(/C=N/NC(=O)CN2CCN(S(=O)(=O)c3ccc(Br)cc3)CC2)s1,-2.1%,12.2%,-12.9%,7.3,-1.7,8.4%,3.2%,?,4.4%
CCCCN(CC)CCNC(=O)c1cn(C)c(=O)c2c1c1ccccc1n2C,0.3%,1.4%&-0.5%,3.8%&-4.1%,16.4&7.1,-9.6,-0.3%,-0.2%,0.0%&-3.1%,-1.1%
O=C(CSc1nncn1-c1ccccc1)c1c[nH]c2ccccc12,-12.6%,15.0%,-4.4%,5.0,30.9,-5.2%,-0.9%,2.5%,-5.8%
